TbMetRS inhib: blocks T. brucei methionyl-tRNA synthetase activity. purified T. brucei MetRS, ATP depletion, Kinase-Glo luminescence. inhibition, % at 11.9 µM. 0.4% of 360,000 active. AID 624268;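 active means inhibition above a per-plate cutoff of the control wells' mean inhibition plus 3 SD, cut at about 5.5% in these data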;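 further: 0% = DMSO wells median and 100% = median of wells with control inhibitor compound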
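Dosing: 11.9 µM compound single dose, 0.9% DMSO; Assay system: purified T. brucei MetRS enzyme; Measured by: Kinase-Glo luciferase luminescence reporting remaining unconsumed ATP; Schedule: 15 min plus 2 h at 25 °C.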
MT1-MMP act inh: blocks activation of human MT1-MMP | HT1080 RFP-PRO-GFP cells, GFP/RFP ratio fluorescence, overnight; percent of plate control window, DMSO zero | GFP/RFP ratio change, % at 20 µM | 0.061% of 360,000 active | AID 651647;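 active means GFP/RFP ratio change of at least 30% with cell ATP level not reduced by more than half and red fluorescence within 50% of control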; further: strong numbers were not always called active
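Material – HT1080 RFP-PRO-GFP cells · Control set – DMSO wells and RFP-L50D-GFP cells · Incubation – overnight cell settling, then overnight compound exposure, 37 °C, 5% CO2 · Compound dosing – single-point 20 µM compound, 1% DMSO · Read-out – GFP/RFP fluorescence ratio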
MLLE-PAM2 inh: inhibitors of microRNA-mediated deadenylation, human PABP1 MLLE binding; inhibition, % at 20 µM; GST-MLLE / FITC-PAM2 fluorescence polarization; P11940; 0.36% of 360,000 active; in the data active means inhibition above about 35%, passing the limit was not always enough;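 further: plate controls were DMSO wells with GST-MLLE for no effect and wells lacking GST-MLLE protein for full effect; some results filed as inactive read as strong as hits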
NRP1-CendR mod: alters CendR peptide binding to human NRP-1; O14786; FAM-RPARPAR peptide binding to NRP-1, fluorescence polarization; inhibition, % at 25 µM; 0.85% of 360,000 active;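 active means inhibition or corrected inhibition above about 18%, plus a signal ratio from 0.5 to 1.5, limit read from the data, passing the limit was not always enough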; further: strong numbers were not always called active
Target sequence (O14786 whole entry, looked up): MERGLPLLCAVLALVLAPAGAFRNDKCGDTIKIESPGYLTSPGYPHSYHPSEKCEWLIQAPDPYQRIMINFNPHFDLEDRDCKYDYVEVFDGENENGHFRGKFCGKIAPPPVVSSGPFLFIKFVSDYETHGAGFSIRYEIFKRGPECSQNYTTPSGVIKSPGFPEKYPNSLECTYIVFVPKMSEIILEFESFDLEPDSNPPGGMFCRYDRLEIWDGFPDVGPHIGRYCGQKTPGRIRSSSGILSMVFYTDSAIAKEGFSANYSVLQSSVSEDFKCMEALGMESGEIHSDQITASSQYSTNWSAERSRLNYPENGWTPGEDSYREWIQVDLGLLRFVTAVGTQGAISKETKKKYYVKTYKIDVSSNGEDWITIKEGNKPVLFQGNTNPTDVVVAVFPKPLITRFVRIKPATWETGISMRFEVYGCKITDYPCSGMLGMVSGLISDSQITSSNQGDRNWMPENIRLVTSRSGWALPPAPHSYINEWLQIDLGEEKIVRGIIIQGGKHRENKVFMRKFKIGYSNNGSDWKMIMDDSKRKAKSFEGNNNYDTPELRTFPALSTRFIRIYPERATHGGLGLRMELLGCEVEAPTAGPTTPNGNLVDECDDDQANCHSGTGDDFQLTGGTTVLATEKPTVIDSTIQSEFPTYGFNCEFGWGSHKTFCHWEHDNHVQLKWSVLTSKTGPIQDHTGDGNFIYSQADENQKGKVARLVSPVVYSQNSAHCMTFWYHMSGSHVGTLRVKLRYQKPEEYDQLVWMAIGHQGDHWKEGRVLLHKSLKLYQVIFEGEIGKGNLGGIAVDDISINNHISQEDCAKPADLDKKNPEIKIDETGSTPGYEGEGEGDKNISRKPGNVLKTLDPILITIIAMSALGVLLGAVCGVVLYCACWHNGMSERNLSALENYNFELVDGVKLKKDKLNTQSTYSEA
FAS TE block: FAS thioesterase (human) inhibition. P49327. recombinant FAS-TE, OMFH fluorogenic substrate, fluorescence endpoint. inhibition, % at 15 µM. 0.67% of 360,000 active. AID 602261;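 active means compounds whose normalised, plate-corrected inhibition of enzyme fluorescence in the single-dose primary screen is 50% or more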;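 further: 0% = DMSO with enzyme and 100% = substrate without enzyme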
MsrA act: activators of bovine methionine sulfoxide reductase A; purified bovine MsrA, absorbance read-out; activation, % at 10.6 µM; 0.3% of 360,000 active; in the data active means activation above about 7.5%;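 further: 0% = vehicle and 100% = reference activator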
MsrA inhibitor: bovine MsrA inhibition; purified bovine MsrA, absorbance read-out; 0.75% of 360,000 active; inhibition, % at 15.5 µM; in the data active means inhibition above about 4.5%;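 further: 0% = vehicle wells with enzyme and 100% = reference inhibitor wells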
SKN-1 inh: blocks SKN-1 activity in C. elegans | C. elegans VP596 Pgst-4::GFP/RFP ratio, acrylamide-induced, 24 h | inhibition, % at 21.8 µM | 0.49% of 360,000 active;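 active means interference check ratio from 0.5 to 1.5 plus GFP to RFP signal ratio inhibition reaching or exceeding a fixed threshold, cut at about 30% in these data, passing the limit was not always enough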; further: some compounds called inactive have numbers as strong as hits
E coli Lon inh: inhibits E. coli Lon protease; purified E. coli Lon protease, fluorescence polarization; 0.42% of 360,000 active; P0A9M0; AID 602123; inhibition, % at 7.94 µM; in the data active means inhibition above about 13%, passing the limit was not always enough;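 further: 0% = enzyme with probe and DMSO and 100% = no enzyme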
* marks the source's active call; other numbers are inactive results; . = no result given.

SMILES	TbMetRS inhib	MT1-MMP act inh	MLLE-PAM2 inh	NRP1-CendR mod	FAS TE block	MsrA act	MsrA inhibitor	SKN-1 inh	E coli Lon inh
CC(NS(=O)(=O)c1ccccc1)C(=O)NCc1ccco1 (stereo not given)	-0.4	0.0	10.1	-2.5	-8.2	-3.2	-1.5	0.9	-1.7
O=C(Nc1cccc([N+](=O)[O-])c1)c1cnccn1	-0.5	5.4	16.0	5.5	-9.5	-1.9	-0.6	6.4	-11.4
Cc1oc(-c2ccccc2F)nc1CS(=O)(=O)CC(=O)N1CCN(c2ccccc2)CC1	-0.7	4.0	1.3	1.2	4.4	-1.1	-0.1	3.9	-9.9
CCNC(=O)C1CCCN(C(=O)C(c2ccccc2)c2ccccc2)CC1 (stereo not given)	0.2	4.1	1.8	-9.3	-2.4	0.1	0.9	25.1	5.0
Cc1ccc(S(=O)(=O)N2CCCCC2)cc1NC(=O)CCCOc1ccccc1	-0.4	3.5	-48.8	14.6	18.7	-3.2	0.2	14.5	-12.5
Cc1cn([C@H]2C[C@H](O)[C@@H](CCC(=O)NCc3ccc4c(c3)OCO4)O2)c(=O)[nH]c1=O	0.1	6.6	4.9	-11.9	-8.7	-0.9	0.5	-4.4	8.6
CCCCN1C(=O)c2ccc(C(=O)Nc3ccc(C)c(S(=O)(=O)N(C)C)c3)cc2C1=O	-0.2	-16.5	-10.0	-6.2	-12.9	-5.9	0.3	13.6	7.9
CC1(C)OC(=O)C(=Cc2ccc(-c3ccc(S(N)(=O)=O)cc3)o2)C(=O)O1	-0.6	-6.2	-1.3	-34.0	-8.8	-2.8	2.8	-4.1	-17.3
Cc1ccc2oc(=O)c(/C=C(\O)c3ccccc3)nc2c1	-0.6	6.9	-11.1	41.6*	6.8	-0.9	0.3	-1.3	2.9
CCC(C)(C)n1nnnc1C(c1ccccc1)N1CCN(C2CCCC2)CC1 (stereo not given)	0.1	13.9	2.9	-0.3	-5.5	0.7	-0.1	-29.8	-4.4
Cc1ccc(-n2nc(CC#N)c(C#N)c2N)cc1Cl	-1.5	-5.5	-11.2	-4.9	-1.6	-7.9	-0.2	-0.9	-9.5
CC(C)Cn1c(=O)c2ccccc2n2c(CCC(=O)O)nnc12	-0.6	-3.5	-9.4	6.4	-3.2	-4.3	-1.0	5.0	-11.5
Cc1ccc(CN2CC(C(=O)Nc3ccncc3)CC2=O)cc1 (stereo not given)	0.1	-1.9	-0.1	-9.6	-2.7	-0.9	-0.4	5.1	4.0
CCOC(=O)N1CCN(C(=O)C2CCN(S(=O)(=O)c3ccc(C)cc3)CC2)CC1	-0.6	-2.8	6.3	-7.8	-9.3	2.9	-0.5	-12.4	-4.3
Cc1cc(NC(=O)c2cccc(S(=O)(=O)N3CCOCC3)c2)no1	0.4	-0.9	-4.6	12.1	-3.6	-0.1	0.5	17.9	2.0
CCc1noc(C)c1C(=O)OCC(=O)Nc1ncc(Cl)cc1Cl	-0.6	-1.5	-0.5	0.6	3.3	-8.6	-0.1	3.6	-6.1
COc1ccc(N2CCSC2C(=O)NN)cc1 (stereo not given)	0.3	2.8	29.3	17.3	-4.1	4.3	0.2	1.3	8.2
O=C(CCN1CCN(CC(=O)Nc2ccccc2Cl)CC1)Nc1ccccc1F	-2.1	3.1	4.0	7.1	-2.6	-11.1	0.5	-13.3	5.0
CC(C)(C)c1ccc(C(=O)NC(=S)NCC2CCCO2)cc1 (stereo not given)	-0.3	6.9	13.1	0.6	-12.4	-4.6	-0.6	-6.6	6.1
CCOC(=O)C1=NNC(C(=O)OCC)C1c1ccccc1 (stereo not given)	-0.5	-3.3	-7.8	11.2	-5.1	-6.2	-0.8	13.4	-1.4
O=C(COC(=O)c1cccs1)Nc1nc(-c2ccccc2)cs1	-0.9	3.6	-75.7	-1.2	-5.0	-13.1	0.4	8.8	-13.5
Cc1ccc(NC(=O)CSc2ccc(-c3ccc(-n4cccn4)cc3)nn2)c(C)c1	-0.4	2.4	-9.6	7.4	0.4	-2.1	0.0	-13.3	-7.4
CC(Oc1ccc(Cl)cc1Cl)C(=O)NC(Cc1ccccc1)C(=O)O (stereo not given)	-0.1	1.3	4.3	-6.6	-0.7	-2.6	-0.5	9.7	-3.9
Cc1ccc(SCC(=O)Nc2ccc(N3CCN(C)CC3)c(F)c2)cc1	-0.1	-8.7	0.7	2.1	-8.7	-0.5	1.0	-6.4	-1.5
Fc1ccc(C2CCNCC2COc2ccc3c(c2)OCO3)cc1 (stereo not given)	0.4	-10.3	3.7	0.8	-8.3	-7.6	0.2	17.8	8.4
COc1ccc(/C=C2\SC(=O)N(CCC(=O)NC3CCS(=O)(=O)C3)C2=O)cc1 (stereo not given)	0.7	-1.2	13.0	-1.4	-1.7	-4.8	7.2*	5.1	-6.1
CN(C)CCNC(=O)COc1cccc(Cl)c1	-0.7	1.2	4.1	-14.0	-3.6	-3.8	1.0	-18.0	-14.7
COc1ccccc1CN1CCN(Cc2nc(-c3ccccc3)no2)CC1	0.4	0.2	-3.3	-2.4	4.7	-0.7	0.2	-6.3	-5.3
Cc1ccc(-n2c(C)c(C)c3c(NCCCO)ncnc32)cc1	0.3	-0.4	-8.2	6.1	-1.7	-1.4	-0.8	5.9	-4.2
C(=N\Nc1ncnc2ccccc12)/c1ccccc1	0.5	1.6	-0.8	1.4	-1.5	-3.2	2.8	14.7	-4.6

An excerpt of these results, with values under each structure.
Results follow in this order: TbMetRS inhib, MT1-MMP act inh, MLLE-PAM2 inh, NRP1-CendR mod, FAS TE block, MsrA act, MsrA inhibitor, SKN-1 inh, E coli Lon inh
- CC(Oc1ccc(Cl)cc1Cl)C(=O)NC(Cc1ccccc1)C(=O)O (stereo not given)
  -0.1, 1.3, 4.3, -6.6, -0.7, -2.6, -0.5, 9.7, -3.9
- Fc1ccc(C2CCNCC2COc2ccc3c(c2)OCO3)cc1 (stereo not given)
  0.4, -10.3, 3.7, 0.8, -8.3, -7.6, 0.2, 17.8, 8.4

(more compounds)
SMILES	TbMetRS inhib	MT1-MMP act inh	MLLE-PAM2 inh	NRP1-CendR mod	FAS TE block	MsrA act	MsrA inhibitor	SKN-1 inh	E coli Lon inh
CCn1c(CNC(=O)c2cccc(C)c2)nnc1SCC(=O)Nc1nnc(C)s1	0.3	1.1	-4.0	6.4	-5.3	-2.6	0.0	3.4	-2.2
Cc1ccccc1Cn1cnc2c(cnn2C(C)(C)C)c1=O	-0.8	3.6	6.5	-13.2	-0.3	-6.8	1.0	11.1	-4.1
Cc1cc(C(=O)OCC(=O)NCc2cccs2)ccc1[N+](=O)[O-]	-0.1	-0.3	-14.8	11.3	24.4	-4.7	0.3	-4.1	8.4
Cc1ccc2nc(C)cc(C(=O)OCC(=O)Nc3cccnc3Cl)c2c1	0.5	-0.8	10.7	14.2	1.8	-2.3	3.8	1.7	-1.8
Cc1ccccc1NC(=O)Cc1nc(COC(=O)c2ccccn2)cs1	0.1	-1.6	-44.0	-7.7	-5.3	-3.5	1.5	-2.8	-10.3
O=C(c1cc2sccc2n1Cc1ccc(F)cc1)N1CCCc2ccccc21	-0.5	-13.6	2.0	0.9	26.9	-2.4	0.8	-16.7	-4.0
CCc1nnc(NC(=O)c2ccc(COc3cccc(C)c3)o2)s1	-0.3	0.3	-15.8	3.7	-4.5	-1.3	0.5	10.4	-3.9
COc1ccc(NC(=O)CSc2nc(=O)n(CCN3CCOCC3)c3c2CCC3)cc1	-0.4	0.3	-9.4	3.6	-3.2	-2.8	1.1	-3.7	1.7
CCOC(=O)c1c(-c2ccc(C)cc2)csc1/N=C(\C)C1=C(O)c2ccccc2C1=O	0.0	2.1	0.0	7.1	25.5	-3.3	-0.3	10.4	-22.9
COc1ccc(-c2cc(C(=O)Nc3cc(Br)ccc3O)no2)cc1	-0.8	3.5	-18.9	-0.5	-6.7	-3.1	-1.2	-1.5	4.1
CCN(Cc1ccccc1)C(=O)COC(=O)Cc1c[nH]c2ccccc12	-0.2	-0.5	-2.5	-0.3	-0.3	1.5	-1.0	-5.0	3.6
COc1cccc(N2CCN(C(=O)c3oc4ccccc4c3NC(=O)CCc3cc(OC)no3)CC2)c1	0.0	2.6	5.8	1.1	6.8	7.2	-0.4	4.6	1.7
CS(=O)(=O)N(CC(=O)N1CCOCC1)c1cc(C(F)(F)F)ccc1Cl	-0.1	-0.8	4.1	3.9	-5.5	-4.0	0.8	14.5	-14.8
NC(=O)CC(NC(=O)Cc1cccc2ccccc12)c1ccc(N2CCC(Br)CC2)c([N+](=O)[O-])c1 (stereo not given)	-0.3	2.4	4.7	16.2	9.7	-2.0	1.1	-5.3	0.5
NC(=O)C1CCN(C(=S)c2cccs2)CC1	0.0	-0.5	25.1	7.1	-6.3	-5.0	0.6	-15.2	3.2
CC12CC(NC(=O)N1c1ccc(C(=O)N3CCN(c4ccc(F)cc4)CC3)cc1)c1ccccc1O2 (stereo not given)	0.1	0.1	-11.9	3.4	-6.2	-3.0	0.2	12.1	-9.1
Nc1nc(Sc2c([N+](=O)[O-])cc(C(F)(F)F)cc2[N+](=O)[O-])n[nH]1	-0.5	4.8	39.5*	-12.5	22.8	0.3	-0.7	2.0	-4.2
O=C(CCNC(=O)c1ccccc1Cl)NNC(=O)c1ccccc1O	-0.3	5.6	14.4	-4.3	-5.8	-2.7	0.7	-0.3	-5.8
CCCCNC(=O)Cn1cnc([N+](=O)[O-])n1	0.2	-1.5	-7.6	9.1	-7.6	-4.1	-1.4	10.5	0.1
Cc1ccc(S(=O)(=O)Nc2ccccc2F)cc1C(=O)NNC(=O)c1csc(N2CCOCC2)n1	-0.7	-0.7	7.6	2.6	-6.5	-3.5	-0.3	6.4	0.1
S=c1[nH]nc(-c2cc(-c3ccccc3)n[nH]2)n1/N=C/c1c2ccccc2cc2ccccc12	1.0	-1.3	-19.0	-26.9	4.9	2.4	.	4.2	10.5
CC1=NN(c2nc3ccccc3[nH]2)C(=O)/C1=C/N(C)C	-6.8	-1.6	4.9	-0.1	-3.0	-2.9	.	-2.4	-6.7
CCN(C[C@H]1N[C@@](Cc2ccccc2)(C(=O)OC)[C@H]2C(=O)N(C)C(=O)[C@@H]12)C(C)=O	-2.8	-4.1	-11.5	-9.4	-3.8	-9.3	-1.0	10.4	-6.1
CCN(CC)S(=O)(=O)c1ccc(N2CCCC2)c(NC(=O)c2c(-c3ccccc3)noc2C)c1	-0.7	5.3	-25.9	-2.0	11.0	-0.4	0.7	2.1	-14.9
CCc1cc(C(=O)NNC(=O)CCl)sc1C	0.2	-4.0	-12.9	-4.3	-2.1	-1.4	-0.4	-9.7	-6.3
CCC(C)NC(=O)C1CCC(CNS(=O)(=O)c2ccc3c(c2)CC(C)N3C(=O)C2CC2)CC1 (stereo not given)	-0.4	0.4	1.0	-0.5	-2.0	-1.0	-0.6	11.9	4.4
COc1ccc(C(=O)CCC(=O)N2CCN(c3cc(C)ccc3C)CC2)cc1	0.0	3.5	-9.9	-11.6	19.4	-1.6	-0.6	12.8	3.0
NC(=O)C1CCN(C(=O)c2ccco2)CC1	-0.4	3.8	11.3	2.0	-4.6	-1.4	0.8	13.1	-4.2
Cc1noc(C)c1C(=O)OC(C)C(=O)NC(C)c1ccc(Cl)cc1Cl (stereo not given)	0.2	0.9	2.9	16.8	14.8	-2.1	-0.8	9.9	-2.4
CCC(=O)NCCNc1nc2cc(C)cc(C)c2cc1C#N	-0.3	-0.4	-14.1	10.1	-4.0	-5.3	0.5	2.6	-7.6
O=S(=O)(Nc1ccc(Cl)cc1)c1cccc2cccnc12	-0.6	-3.8	-2.5	2.5	6.6	-0.5	-0.4	15.2	-0.6
Clc1ccc(CSc2ncccn2)cc1	-0.4	0.9	7.1	-2.5	2.3	-5.1	0.9	19.8	-9.4

From PubChem BioAssay
